ATXN2 expr inh: reduces ATXN2 reporter expression in HEK-293 cells; HEK-293 ATXN2-luciferase reporter, luminescence, 24 h; Potency, µM (top dose mostly 57 µM), inactives show at the top dose activity change, negative = inhibition, usual class: inhibitors; 360,000 compounds, 0.72% hits; AID 1745845; also: potency is read from the fitted curve at half-maximal effect; % is scaled to controls: 0 for no effect and ±100 for the full control effect; nearly all actives have a fitted effect of over 55% in size
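qHTS (up to 57 uM final) was run with 24 h compound exposure of reporter cells at 37 °C. Each well was multiplexed: SteadyGlo luminescence measured ATXN2-luciferase expression after a fluorogenic Gly-Phe-AFC viability readout (25 uM final).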
IL1B secr inh: inhibitors of inflammasome signaling (IL-1 beta secretion). THP-1 LPS/ATP IL-1B secretion, AlphaLISA, 16 h; stronger effect = lower value. activity change, % at 57.5 µM. 360,000 compounds, 4.7% hits. AID 743279; in the data active = activity change below about -50%; inconclusive = mostly about -30% to -49%; also: % is scaled to controls: 0 for no effect and ±100 for the full control effect
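THP-1 cells pretreated 1 hr with compounds (up to 57.5 uM final), then stimulated with LPS (250 ng/mL final) plus ATP (1.25 mM final); secreted IL-1B measured by AlphaLISA after 16 hr, decreased signal indicating inhibition.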
HT1080 IDH1KD tx: toxicity to HT-1080 IDH1 knockdown cells (counter line); HT-1080 IDH1 knockdown viability, ATP luminescence, 48 h; Potency, µM (titrated, usually from 46.1 µM), inactives show at the highest dose activity, negative = toxicity, usual class: cytotoxic; 360,000 compounds, 2% hits; AID 686971;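 also: potency is read from the fitted curve at half-maximal effect; 0% = DMSO wells and -100% = cell-free medium wells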
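CellTiter-Glo luminescence after 48 h compound exposure at 37 degrees C of IDH1-knockdown HT-1080 cells in 5% FBS RPMI. %Activity scaled between DMSO wells and cell-free media wells, with curves fitted and assigned curve classes.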
ATXN viability: cell viability loss in ATXN counter-screen. S2 cells (HEK-293 line with an ATXN2-luciferase reporter) viability, CellTiter-Fluor protease fluorescence, 24 h. Potency, µM (series often up to 56.7 µM), hits mostly cytotoxic. 400,000 compounds, 0.49% hits. AID 651635; also: potency is read from the fitted curve at half-maximal effect; nearly all actives have a fitted effect of over 40% in size
HepG2 tox: kills HepG2 cells in TGF-b inhibitor counter-screen. HepG2 CAGA-GFP viability, ATP luminescence, 18 h. AID 588856. 410,000 compounds, 0.76% hits. Potency, µM (titrated, usually from 46.1 µM), for inactives: top-dose activity change, negative = cytotoxicity, actives largely listed as cytotoxic; also: potency is read from the fitted curve at half-maximal effect; some results filed as inactive show a strong effect at the top dose
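HepG2 CAGA-GFP cells (1000/well, DMEM with 1% FBS) received compound, then TGF-beta at 500 pg/mL final, and were incubated 18 hours at 37 degrees C. Viability was read by CellTiter-Glo luminescence. Media-only wells were set as complete cell-killing and DMSO as no toxicity.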
MCF10A rereplic: DNA re-replication induction in MCF 10a cells; MCF 10A DNA re-replication, Hoechst nuclear intensity, 48 h; 350,000 compounds, 2.9% hits; Potency, µM (top dose mostly 46.1 µM), without a hit: at the top dose activity, positive = re-replication, hits mostly activators; also: potency is read from the fitted curve at half-maximal effect; % of control where 0% means no effect; nearly all actives have a fitted effect of over 50% in size
KB-3-1 tox: kills parental KB-3-1 adenocarcinoma cells | KB-3-1 viability, CellTiter-Glo ATP luminescence, 72 h | Potency, µM (highest dose often 46.1 µM), for inactives: at the highest dose activity change, negative = cytotoxic, actives largely listed as cytotoxic | 400,000 compounds, 1.4% hits | AID 1347075; also: potency is read from the fitted curve at half-maximal effect; % is scaled to controls: 0 for no effect and ±100 for the full control effect; nearly all actives have a fitted effect of over 60% in size
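Parental KB-3-1 viability, qHTS format: 72 h compound exposure, 37 °C; CellTiter-Glo; media-only wells and DMSO plates as controls; concentration-effect fits on corrected data.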
SW480 rerep: induces DNA re-replication in SW480 colon adenocarcinoma cells; AID 624297; Potency, µM (titrated, usually from 46.1 µM), for inactives: at the highest dose re-replication activation, hits mostly activators; SW480 DNA re-replication, Hoechst DNA content imaging, 48 h; 340,000 compounds, 1.8% hits; also: potency is read from the fitted curve at half-maximal effect; % of control where 0% means no effect; nearly all actives have a fitted effect of over 55% in size
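First, 250 cells per well were seeded. Next, compound or vehicle (23 nL) was pinned in, plates sat 48 hr at 37 C. Finally Hoechst was added for 40 min before fluorescence scanning.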
HT1080-NT tox: kills 2HG-producing HT-1080-NT fibrosarcoma cells | 360,000 compounds, 1.6% hits | Potency, µM (highest dose often 46.1 µM), without a hit: at the highest dose activity, negative = less viability, most hits filed as cytotoxic | HT-1080-NT fibrosarcoma viability, CellTiter-Glo ATP luminescence, 48 h;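 also: NT is the 2HG producing partner of a matched IDH1 knockdown line; potency is read from the fitted curve at half-maximal effect; 0% = DMSO-treated cells and -100% = media-only wells without cells; nearly all actives have a fitted effect of over 55% in size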
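Fibrosarcoma NT cells, 750 per well in 5% FBS RPMI, were exposed to compound for 48 hours. Viability: CellTiter-Glo luminescence.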
* marks the source's active call; other numbers are inactive results; i = inactive; ? = inconclusive; nt = not tested or not shown; & = joins results of further samples; [ ] = dose if it differs, or a comment. Unless noted, calls follow the shape of the dose curve; as a rule, active = well fitted curve in the direction sought with a large enough effect; inconclusive = small, poorly fitted or top-dose-only effect, or another doubt; inactive = no such curve, though single readings can be large; an effect the other way counts as inactive or inconclusive.

No.	SMILES	ATXN2 expr inh	IL1B secr inh	HT1080 IDH1KD tx	ATXN viability	HepG2 tox	MCF10A rereplic	KB-3-1 tox	SW480 rerep	HT1080-NT tox
1	CCOC(=O)CP(=O)(c1ccccc1)c1ccccc1	6.8%	52.9	0.5%	i	-7.5%	5.8%	3.1%	-3.0%	4.7%
2	COc1ccc(Cl)c(NC(=O)C/C(C)=N/NC(=O)CCc2ccccc2)c1	-8.7%	?	-24.5%	i	-2.2%	2.7%	0.1%	-3.0%	-24.2%
3	CC1CCN(C(c2cc3cc4c(cc3[nH]c2=O)OCO4)c2nnnn2CC2CCCO2)CC1 (configuration not stated)	-9.3%	7.8	-21.6%	i	2.2%	?	-6.0%	-8.5%	-17.9%
4	O=C1C2CCCN2C(c2ccccc2F)N1c1cccc(Cl)c1 (configuration not stated)	0.5%	-1.8	5.4%	i	1.7%	0.7%	12.1%	-3.5%	-2.6%
5	COc1cc(OC)cc(C(=O)N[C@H](C(=O)OCC(=O)c2ccc(F)cc2)C(C)C)c1	0.5%	28.6	-2.1%	i	1.3%	1.9%	-6.1%	-4.6%	3.0%
6	Cc1c(C(=O)NC(C)c2ccccn2)oc2c(Cl)cccc12 (configuration not stated)	11.2%	4.7	-2.2%	i	22.7%	-0.4%	-2.4%	1.6%	-5.7%
7	CCSC1=C(C#N)C(CC(C)C)C2=C(CCCC2=O)N1 (configuration not stated)	-30.1%	10.2	0.3%	i	-15.3%	0.3%	0.2%	-8.8%	1.2%
8	O=C(NC1=NCCS1)c1sc2cc(Cl)cc(Cl)c2c1Cl	-0.2%	12.1	13.7%	i	3.7%	11.6%	?	0.1%	18.4%
9	NS(=O)(=O)c1cccc(NC(=O)C(Cc2ccccc2)NC(=O)c2ccccc2)c1 (configuration not stated)	2.4%	-5.1	-0.5%	i	-0.1%	-0.6%	11.5%	0.7%	-4.9%
10	O=C(CSc1nnc(-c2cccnc2)n1-c1ccccc1)NCc1ccc2c(c1)OCO2	-9.6%	44.2	4.2%	i	-22.5%	-0.1%	14.5%	-7.2%	16.4%
11	O=C(c1cc(Br)c(Br)s1)N1CCc2ccccc2C1	nt	-27.1	-1.8%	nt	-17.0%	9.3%	-8.4%	-5.6%	0.2%
12	COc1ccc(-n2c(C)cc(C(=O)COc3ccc(C)nc3[N+](=O)[O-])c2C)cc1	-14.7%	13.3	2.7%	?	4.9%	20.6µM*	?	?	8.0%
13	CC(C)OC(=O)CSc1nc(N)c(C#N)cc1C#N	5.1%	-14.8	-1.0%	i	10.7%	-4.0%	21.0%	-0.9%	-3.0%
14	CCOC(=O)c1c(C)[nH]c(C(=O)COC(=O)CNC(=O)c2ccc(Cl)cc2)c1C	-10.0%	8.8	2.5%	i	-12.1%	-2.6%	-16.8%	nt	1.1%
15	O=C(Cc1ccc(NC(=O)C2CCN(C(=O)C3CC3)CC2)cc1)Nc1cccc(C(=O)N2CCCC2)c1	3.7%	13.6	10.6%	i	-0.8%	-1.7%	0.4%	-14.7%	-0.4%
16	Cc1nc(SCC(=O)O)n[nH]1	0.0%	11.8	-5.7%	i	-4.8%	-6.1%	1.1%	-0.4%	13.5%
17	O=C(CCNS(=O)(=O)c1ccccc1)N1CCCCCCC1	19.3%	8.4	2.5%	i	-3.0%	-9.4%	6.4%	-27.5%	0.7%
18	CCOC(=O)C(=O)NCC(c1cccs1)S(=O)(=O)c1ccc(F)cc1 (configuration not stated)	-12.8%	-29.0	-0.5%	i	-6.2%	-18.3%	-3.5%	-54.7%[inhibitor]	5.5%
19	O[C@@H]([C@H](O)[C@H](O)CBr)[C@H](O)CBr	2.1%	28.8	10.2%	i	7.0%	6.8%&-0.4%	-7.6%	?	21.6%
20	COC(=O)[C@]12CCCCC=C1N(Cc1ccco1)C(=O)[C@H](CC(=O)NCC13CC4CC(CC(C4)C1)C3)C2	?	-16.0	?	?	nt	nt	-20.4%	nt	?
21	CC1(C)CC2c3cccc(C(=O)O)c3C(=O)N2c2c1ccc1ccccc21 (configuration not stated)	15.4%	42.4	13.3%	i	0.4%	3.3%	0.7%	?	1.6%
22	Cc1ccccc1Cn1cnc2c([N+](=O)[O-])c(C)c(C)cc21	1.9%	7.9	-0.1%	i	-33.0%	9.8%	-3.3%	5.4%	-4.7%
23	CN(C)c1ccc(CNCc2cccnc2)cc1	2.2%	15.6	8.6%	i	-11.4%	0.0%	14.4%	-17.3%	20.3%
24	O=C(c1cc([N+](=O)[O-])ccc1N1CCOCC1)N1CCN(S(=O)(=O)c2ccc(F)cc2)CC1	10.2%	-7.9	-3.4%	i	-6.8%	0.1%	-12.2%	-3.5%	-1.6%
25	CC(C)c1nnc(NC(=O)c2c(O)c3cccc4c3n(c2=O)CCC4)s1	-19.9%	14.6	-4.0%	i	-10.5%	15.1%	?	?	-2.6%
26	Cc1ccc(C(=O)O/N=C(\N)c2ccccn2)cc1Cl	nt	22.9	3.2%	?	-22.8%	-0.5%	-16.0%	2.5%	-3.0%
27	Clc1ncn(C23CC4CC(CC(C4)C2)C3)n1	0.0%	25.4	-0.1%	i	10.5%	?	2.1%	-1.4%	4.9%
28	Cc1cccc(N2CCN(C(=O)c3ccc(-n4cncn4)c([N+](=O)[O-])c3)CC2)c1C	-29.9%	-13.6	1.0%	i	-15.0%	-13.4%	-18.2%	1.2%	6.8%
29	CCOC(=O)N1CCN(S(=O)(=O)c2ccc(C(=O)N(CCN(CC)CC)c3nc4c(C)cccc4s3)cc2)CC1	1.7%	4.1	4.5%	i	-25.3%	1.5%	4.8%	-6.4%	-2.6%
30	COC(=O)c1cc(NS(=O)(=O)c2ccc(N3CCOCC3)c(N)c2)cc(C(=O)OC)c1	-3.7%	-54.1*	-7.1%	i	-7.3%	-0.4%	-2.5%	0.6%	-5.1%
31	COC(=O)c1cn(C(=O)c2cc(Cl)ccc2Cl)c2ccccc12	-7.4%	22.2	-1.2%	i	-13.7%	5.9%	-6.8%	2.1%	-0.8%
32	Oc1cc(Cc2ccccc2)cnc1CN1CCOCC1	5.0%	-3.0	11.9%[9.24 µM]	i	12.0%	10.6%	-1.1%	-2.8%	8.3%
33	Cc1ccc(OCCCC(=O)ON=C(N)c2ccccc2C)cc1	nt	-15.2	-6.0%	nt	-18.5%	-0.9%	0.6%	-6.9%	-1.5%
34	COC(=O)c1[nH]c2cccc(OC)c2c1NC(=O)CN1CCN(c2cccc(OC)c2)C(C)C1 (configuration not stated)	-0.8%	-0.5	-17.0%	i	-3.0%	?	-21.0%	0.3%	-27.1%
35	COc1ccc(-c2csc(N(CC(C)C)C(=O)c3ccco3)n2)cc1	-11.5%	-5.7	-27.0%	i	-8.4%	18.4µM*	-7.9%	?	-12.9%
36	Cc1ccc2nc3sc(C(=O)NCCCN(C)c4ccccc4)cc3cc2c1	7.5%	nt	nt	i	-4.9%	nt	0.2%	nt	nt
37	COc1cccc(/C(=N/O)C2CC2c2ccc(Cl)cc2)c1 (configuration not stated)	-13.2%	-88.4*	-13.6%	i	2.8%	?	-2.8%	14.6%	-5.3%
38	NC(Cc1cccc2nsnc12)C(=O)O (configuration not stated)	12.2%	20.6	9.0%	i	5.2%	-3.0%	10.2%	-17.5%	3.6%
39	COCCCNc1nc2c(c(=O)[nH]c(=O)n2C)n1CCCc1ccccc1	4.5%	25.6	13.8%	i	1.4%	?	13.1%	-2.0%	0.6%
40	COc1ccc(NC(=S)N/N=C/c2ccc(F)cc2)cc1OC	14.5%	-2.0	10.8%	i	44.7%	-46.5%[inhibitor]	-0.1%	?	14.1%
41	CCC(NC(=O)NNC(N)=S)(C(F)(F)F)C(F)(F)F	-7.1%	-2.0	-1.4%	i	-18.2%	0.2%	-2.7%	5.8%	-10.4%
42	COc1cccc(NC(=O)c2oc3ccccc3c2NC(=O)C2CC2)c1	36.1%	29.3	?	?	1.2%	23.6%	23.1%	11.8%	-25.4%
43	CN(C)c1ccc(N2C(=NC(=O)CCC3CCCC3)SC3CS(=O)(=O)CC32)cc1 (configuration not stated)	9.7%	20.0	11.5%	i	-4.0%	0.2%	?	-58.9%[inhibitor]	10.2%
44	Cn1c2c(c(=O)n(C)c1=O)C(c1ccc(Cl)cc1)C(C#N)=C(N)O2 (configuration not stated)	-14.5%	5.8	-6.2%	i	-18.1%	1.9%	14.2%	-2.3%	4.6%
45	O=C(Cc1c[nH]c2ccccc12)Nc1nc2ccccc2[nH]1	30.3%	4.2	-9.6%	i	-12.3%	15.4%	7.5%	1.0%	-16.4%
46	C=CCNc1nc(C(=O)OCC(=O)NCc2cccc(Cl)c2)cs1	10.6%	-1.5	2.5%	i	-2.1%	-3.2%	9.0%	-10.4%	6.5%
47	Cc1ccc2c(c1)NC(=O)C(CC(=O)NCCCN1CCCCC1)O2 (configuration not stated)	-0.3%	7.6	9.1%	i	-4.6%	6.3%	17.3%	-1.5%	15.2%
48	CC(=O)c1cccc(NC(=O)/C(=C/c2ccncc2)NC(=O)c2ccccc2)c1	-17.0%	7.0	15.8%	i	-1.9%	16.4%	-12.4%	?	14.1%

Structures above that contain bromine, in the order listed:
No.	SMILES	ATXN2 expr inh	IL1B secr inh	HT1080 IDH1KD tx	ATXN viability	HepG2 tox	MCF10A rereplic	KB-3-1 tox	SW480 rerep	HT1080-NT tox
11	O=C(c1cc(Br)c(Br)s1)N1CCc2ccccc2C1	nt	-27.1	-1.8%	nt	-17.0%	9.3%	-8.4%	-5.6%	0.2%
19	O[C@@H]([C@H](O)[C@H](O)CBr)[C@H](O)CBr	2.1%	28.8	10.2%	i	7.0%	6.8%&-0.4%	-7.6%	?	21.6%

From PubChem BioAssay
